Bioassay records (PubChem)
GBA activity up – GBA activity enhancers in patient fibroblasts, primary screen, cell-based; Lysosomal acid glucosylceramidase (Homo sapiens), P04062; L444P Gaucher fibroblasts, 4-MU-glucoside fluorescence, 3 days; activation, % at 10 µM; 30,000 tested, 0.44% active; AID 784, 2007; in the data active = activation above about 65%;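 note: 0% = vehicle wells and 100% = positive control wells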
Target sequence (P04062 whole entry L483P): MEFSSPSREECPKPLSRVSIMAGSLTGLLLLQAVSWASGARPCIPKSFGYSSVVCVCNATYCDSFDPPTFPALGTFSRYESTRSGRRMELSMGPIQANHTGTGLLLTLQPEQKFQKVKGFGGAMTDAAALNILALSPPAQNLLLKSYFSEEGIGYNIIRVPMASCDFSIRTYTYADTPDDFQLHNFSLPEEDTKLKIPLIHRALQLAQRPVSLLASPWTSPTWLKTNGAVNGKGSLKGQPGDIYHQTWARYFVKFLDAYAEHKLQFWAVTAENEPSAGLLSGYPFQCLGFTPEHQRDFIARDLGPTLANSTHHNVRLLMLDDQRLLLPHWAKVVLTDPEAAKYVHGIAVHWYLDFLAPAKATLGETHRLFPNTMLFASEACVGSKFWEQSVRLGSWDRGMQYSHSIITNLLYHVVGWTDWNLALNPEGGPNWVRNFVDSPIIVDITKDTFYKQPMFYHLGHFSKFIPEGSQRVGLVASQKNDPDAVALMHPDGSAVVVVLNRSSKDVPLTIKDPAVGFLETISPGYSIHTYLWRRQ
The depositor's hits bear a star. This is a subset; the hit share may differ from the screen's.

The opening 6 records, ahead of the listing:
compound	GBA activity up
CCC(=O)N1CCN(c2ccc(Cl)cc2NC(=O)c2ccc3c(c2)OCCO3)CC1	2.2
CCOc1ccc(OCC)c(C2C(C#N)=C(N)N(c3cccnc3)C3=C2C(=O)CC(C)(C)C3)c1 (stereo not given)	-10.3
CC(C)(O)c1nnn(-c2ccccc2)c1C(F)(F)F	-9.4
C=CCn1c(SCC(=O)NCc2ccc3c(c2)OCO3)nnc1C1COc2ccccc2O1 (stereo not given)	17.2
COc1ccccc1NS(=O)(=O)c1ccc(NC(C)=O)cc1	-6.9
CCOC(=O)CSc1nnc(N)s1	-15.7

The listing, repeating the preview:
compound	GBA activity up
CCC(=O)N1CCN(c2ccc(Cl)cc2NC(=O)c2ccc3c(c2)OCCO3)CC1	2.2
CCOc1ccc(OCC)c(C2C(C#N)=C(N)N(c3cccnc3)C3=C2C(=O)CC(C)(C)C3)c1 (stereo not given)	-10.3
CC(C)(O)c1nnn(-c2ccccc2)c1C(F)(F)F	-9.4
C=CCn1c(SCC(=O)NCc2ccc3c(c2)OCO3)nnc1C1COc2ccccc2O1 (stereo not given)	17.2
COc1ccccc1NS(=O)(=O)c1ccc(NC(C)=O)cc1	-6.9
CCOC(=O)CSc1nnc(N)s1	-15.7
CCC(C)NC(=O)c1cc(-c2ccc(OC)cc2)on1 (stereo not given)	5.4
Cc1occc1C(=O)NC(C)c1ccc2c(c1)OCO2 (stereo not given)	-7.5
COc1cc2cc(CN(Cc3nnnn3Cc3ccco3)C3CCCCC3)c(=O)[nH]c2cc1OC	-41.3
CCOC(=O)c1cc2sccc2n1Cc1ccc(C#N)cc1	-18.6
CC1=C(C(=O)N(C)C)C(c2ccc(Cl)c(Cl)c2)NC(=O)N1 (stereo not given)	-7.9
O=C1CSC(c2ccccc2)N1CC12CC3CC(CC(O)(C3)C1)C2 (stereo not given)	-7.4
Cc1ccc(C)c(-n2c(SCC(=O)N3CCCC3)nnc2-c2ccccn2)c1	-8.0
COCCNC(=O)c1ccc(CS(=O)(=O)c2ccc(Cl)cc2)o1	24.2
FC(F)(F)c1cc(-c2ccco2)nc(-n2cnc3ccccc32)n1	-65.3
CS(=O)(=O)N(CCc1ccccc1)CC(=O)N1CCc2ccccc2C1	-28.3
CC1(C)Cc2ccccc2-c2nnc(-c3cccnc3)n21	-49.8
COc1ccccc1S(=O)Cc1ccc(C(=O)O)o1 (stereo not given)	-28.6
Nc1cccc(-n2nncc2-c2ccccc2)c1	-2.0
CCOc1ccc(S(=O)(=O)Nc2ccccc2SC)c2cccnc12	-68.0
Cc1cc(S(=O)(=O)N2CCCC2)ccc1OCC(=O)NCc1ccco1	-27.2
O=C(CSc1nnc(CNC(=O)c2cccs2)o1)Nc1ccc2c(c1)OCO2	-46.8
Cc1[nH]c(=O)[nH]c(=O)c1CSc1nnc([C@@H](NC(=O)OC(C)(C)C)C(C)C)o1	14.9
O=C(CSC1=NCCS1)NC1CCCCC1	1.8
CCOC(=O)CCc1c(C)c2ccc(OC(C)C(=O)OCC)c(C)c2oc1=O (stereo not given)	-28.0
COc1ccccc1C(=O)Nc1c2c(nn1-c1cccc(C)c1C)CS(=O)C2 (stereo not given)	47.0
O=c1nc2c(-c3ccccc3F)n[nH]n2c2ccccc12	-10.7
CSc1ccccc1-n1nnnc1SCc1ccccc1	-19.4
CC(=O)c1cccc(NC(=O)COc2ccc(S(=O)(=O)N3CCCCC3)cc2)c1	-0.5
O=C(Nc1cnccn1)c1ccncc1	-33.3
CC(=O)CCc1ccc(OCCCCn2cncn2)cc1	-3.9
Cn1cc(/C=N/n2cnc3sc4c(c3c2=O)CCCC4)c2ccccc21	-3.9
Cc1ccc(-n2nc(C)c3c2OC(N)=C(C#N)C3c2cccs2)cc1 (stereo not given)	8.6
CCOc1ccc(C(=O)c2ccncc2)cc1	-53.4
CCCc1cc(=O)oc2cc(C)cc(OCC(=O)O)c12	-29.3
COc1ccc(C2C(C#N)=C(N)Oc3n[nH]c(-c4ccccn4)c32)c(OC)c1OC (stereo not given)	-18.4
CCOC(=O)CN1C2=NCCN2c2ccccc21	-34.2
COc1ccc(C2(C(=O)Nc3ccc(C(=O)O)cc3)CCOCC2)cc1	-3.0
Cc1ccc(OCCCC(=O)N2CCOCC2)c(C)c1	9.8
CC1=C(Sc2ccccn2)C(=O)NC(C)(C)C1	-3.9
CCN(CC)S(=O)(=O)c1ccc(Cl)c(C(=O)NC2CCCC2)c1	-8.8
COc1ccccc1NC(=O)Cn1cnc2c(cnn2-c2ccc(C)c(C)c2)c1=O	-16.7
N#CC[n+]1cc(-c2ccc(Cl)cc2)n2c1CCC2	-2.0
CCn1c(SCCOc2ccc(OC)cc2)nnc1C(CO)NC(=O)c1ccc(OC)cc1 (stereo not given)	0.7
CCc1nn(C(C)C(=O)Nc2cccc(C)c2C)c(=O)c2cc3occc3n12 (stereo not given)	-7.2
COc1cccc(N(CC(=O)Nc2cccc(N(C)S(C)(=O)=O)c2)S(C)(=O)=O)c1	-7.1
O=C(CSc1nnc(-c2ccccc2)n1Cc1ccccc1)N1CCCC1	4.0
COc1ccccc1N1CCN(C(=O)c2ccc(S(=O)(=O)N3CCCCCC3)cc2)CC1	-5.3
COC(=O)CCC(=O)Nc1cccc(Br)c1	51.9
CCS(=O)(=O)N1CCCC(C(=O)NCCCN2CCCC2=O)C1 (stereo not given)	-28.1
CC(C)OC(=O)Nc1ccc(Oc2c(F)c(F)c(F)c(F)c2F)cc1	-13.8
CCOC(=O)c1ccc(CNC(=O)c2n[nH]c(=O)c3ccccc23)o1	0.7
CC1CCN(S(=O)(=O)c2ccc3c(c2)c(=O)c(C(=O)NC2CCCC2)cn3C)CC1	-2.3
CCn1c(SCC(=O)O)nnc1C1CCCCC1	3.9
Cc1ccc2c(c1)cc(CN(Cc1ccc3c(c1)OCO3)C(=O)c1cnccn1)c1nnnn12	-3.2
O=C(CCCn1c(=S)[nH]c2cc3c(cc2c1=O)OCO3)N1CCN(c2ccc(Cl)cc2)CC1	-4.0
O=C(Cc1ccccc1)Nc1ccc(N2CCOCC2)cc1N1CCOCC1	1.4
COc1ccc(OC)c(-n2c(SCC(C)=O)nnc2-c2cccc(S(=O)(=O)N(C)C)c2)c1	-6.0
COc1cccc(-n2nnnc2SCC(=O)NCc2ccc3c(c2)OCO3)c1	-8.3
C=CCn1c(=O)c2ccccc2n2c(SCC(=O)Nc3cc(C)on3)nnc12	-14.6

The listing continues.
compound	GBA activity up
COc1ccc(-n2c(=O)cc(N3CCOCC3)[nH]c2=O)cc1	-8.1
COc1ccccc1OCCCn1c(=O)oc2ccc(C)cc21	-4.3
Cc1nc(=O)c(-c2ccccc2)c(C)n1-c1cccc(C(=O)O)c1	-49.4
COc1ccc(N(C)C(=O)Nc2ccc3c(c2)nnn3C)cc1	34.8
CC(=O)N1CCN(S(=O)(=O)c2ccc(S(=O)(=O)NCC(C)C)cc2)CC1	-8.0
CC(=O)N1C(=O)C2(C(C#N)=C(N)Oc3cc(C)oc(=O)c32)c2ccccc21 (stereo not given)	-17.1
O=C(CN1CCCCCC1=O)OCc1ncc(-c2ccccc2)o1	21.3
CCN(CC)S(=O)(=O)c1ccc(C(=O)Nc2c3c(nn2C(C)(C)C)CS(=O)(=O)C3)cc1	-64.3
COC(=O)c1ccc(Oc2nc(Nc3ccccc3)nc(N(C)C)n2)cc1	2.9
Cc1nnc2n(c1=O)C(CS(=O)(=O)c1ccccc1)CS2 (stereo not given)	-2.4
CC1(C)CC(=O)C=C(NC2CCS(=O)(=O)C2)C1 (stereo not given)	-3.0
COC(=O)c1ccsc1NC(=O)CN1CCN(c2ccc(F)cc2)CC1	-3.5
O=C(c1ccccc1)c1coc2ccc(O)c(CN3CCOCC3)c12	-6.5
COC(=O)c1[nH]c2ccc(Cl)cc2c1NC(=O)CN1CCC(C(N)=O)CC1	-10.7
NC(=O)c1ccc(C2SCC(=O)N2Cc2ccccc2)cc1 (stereo not given)	-9.8
COc1ccc(C(=O)Nc2nc(-c3cccs3)cs2)cc1	8.5
CCSc1nnc(NC(=O)c2csc(C)c2)s1	-1.2
O=S(=O)(Nc1ccc2c(c1)nc1n2CCN(Cc2ccccc2)C1)c1ccc(F)cc1	-36.0
COc1ccc(C(=O)C(CO)Oc2ccccc2OC)cc1OC (stereo not given)	-8.4
Cc1cccc(NC(=O)c2cnc3n(c2=O)CCS3)c1	-8.1
COc1ccc(-c2nc(C#N)c(N3CC(C)OC(C)C3)o2)cc1OC (stereo not given)	-8.9
CCCS(=O)(=O)N1CCN(Cc2ccccc2C(F)(F)F)CC1	-8.6
CCOC(=O)N1CCN(S(=O)(=O)Cc2ccccc2)CC1	-9.6
Cn1c(C(=O)NCC2CCCO2)cc2c(=O)[nH]c3ccccc3c21 (stereo not given)	1.2
COc1cc(NC(=O)c2ccco2)c(OC)cc1NC(=O)Nc1cccc(Cl)c1	1.5
CCCSC1=N/C(=C\c2ccsc2)C(=O)S1	1.1
CC(=O)Nc1ccccc1C(=O)N1CCc2ccccc21	-9.0
CCn1c(SC/C=C/c2ccccc2)nnc1-c1cccs1	-56.1
COc1ccc(C(CNC(=O)COc2ccccc2C#N)N2CCOCC2)cc1 (stereo not given)	-14.0
CCn1c(SCC(=O)Nc2nc(C)c(C)s2)nnc1-c1cccnc1	-69.5
CC1CCCCC1NS(=O)(=O)c1ccc(-n2cnnn2)cc1 (stereo not given)	-14.9
Cn1c(Cc2ccccc2)nnc1SCC(=O)N1CCN(c2ccccc2)CC1	8.7
Cc1ccc(C)c2[nH]c(=O)c(C(c3nnnn3C3CCCC3)N3CCOCC3)cc12 (stereo not given)	-16.7
CCOC(=O)c1[nH]c2ccccc2c1NC(=O)COC	-14.7
O=C(Nc1ccc(Cl)cc1C(=O)Nc1ccccn1)c1ccco1	4.7
Cc1c(-c2cccs2)[n+](=O)c2c(n1[O-])CCC2	-8.9
CCN(CC)CCCNc1oc(-c2ccc(OC)c(OC)c2)nc1C#N	-3.5
O=C(NCc1ccccn1)c1cc2cc(Br)ccc2oc1=O	-26.9
CCCCOC(=O)n1c(SCC(=O)N(CC)CC)nc2ccccc21	-8.9
CC1=C(C(=O)Nc2ccccc2)C(c2ccc(C)o2)n2c(s/c(=C\c3ccco3)c2=O)=N1 (stereo not given)	7.2
CCC(=O)c1ccc(N2CCN(C(=O)COc3ccc(F)cc3)CC2)c(F)c1	-4.9
Fc1cc2nccnc2cc1N1CCSCC1	40.0
CNc1nnc(CSc2nc(C)cc(C)n2)s1	-3.6
O=C(c1ccccc1)N1CCN(CC#Cc2ccccc2)CC1	-14.4
CC(=O)Nc1c(C(=O)O)oc2ccccc12	-37.7
O=C(NCc1ccc2c(c1)OCO2)C1CC(=O)N(c2ccc(O)cc2)C1 (stereo not given)	-2.5
COC(=O)C(NS(=O)(=O)c1ccc(NC(C)=O)cc1)C(C)C (stereo not given)	1.1
Cc1noc(C)c1CSc1nc2cc(S(=O)(=O)N3CCOCC3)ccc2o1	-1.1
CC(C(=O)NCCC1=CCCCC1)N1C(=O)c2ccccc2C1=O (stereo not given)	-8.3
CC(C)C(C(=O)NCc1ccco1)N(C(=O)CNS(=O)(=O)c1ccc(Cl)cc1)C1CCCC1 (stereo not given)	-26.8
CCCCc1cc(=O)oc2cc(C)cc(OCc3nn[nH]n3)c12	0.1
COc1cccc(CNn2cnnc2)c1OCc1ccc(F)cc1	-5.1
COc1ccccc1N1CCN(C(=O)C2CC=CCC2C(=O)O)CC1 (stereo not given)	13.1
CCN(c1ccccc1)c1ncnc2c1cnn2-c1ccccc1	-13.2
O=C(O)CCCC(=O)Nc1ccc(C(=O)NCc2cccnc2)cc1	-0.9
Cn1c(=O)n(CC(=O)NC2CCCCC2)c(=O)c2ccccc21	-5.2
CCCc1cc(=O)[nH]c(/N=C(/NC(=O)c2ccccc2)Nc2ccc3c(c2)OCCO3)n1	-1.2
CCOC(=O)Nc1c(C(=O)OC)[nH]c2cc(OC)ccc12	-13.2
Cc1nc(CNS(=O)(=O)c2cccnc2)cs1	1.4
COc1cccc(C=Nc2cccnc2)c1O	-15.9

(further entries)
compound	GBA activity up
O=C1OCC2=C1C(c1ccc3c(c1)OCO3)Sc1ccccc1N2 (stereo not given)	-10.6
O=C(C1CCN(c2nnc(N3CCCC3=O)s2)CC1)N1CCN(Cc2ccc3c(c2)OCO3)CC1	-9.3
CCOC(=O)c1cc(NC(=O)c2ccoc2C)cc(C(=O)OCC)c1	-32.8
O=C1CC(N2CCN(S(=O)(=O)c3cccc(C(F)(F)F)c3)CC2)C(=O)N1Cc1ccccc1 (stereo not given)	22.1
COc1ccc(C2CC(=O)Nc3ccccc3S2(=O)=O)cc1OC (stereo not given)	-41.7
CCN1CCCC1CNS(=O)(=O)c1ccc(C(=O)Nc2ccccc2)cc1 (stereo not given)	-19.7
CCOCCCn1cnc2c(c1=O)c1nc3ccccc3nc1n2-c1ccc(C)cc1	-14.8
CCc1nc(C)ccc1OCC(=O)O	4.4
c1csc(-c2nnc(-c3ccc(N4CCOCC4)cc3)o2)c1	-1.2
Cc1cccc(S(=O)(=O)c2c(N)n(Cc3ccco3)c3nc4ccccc4nc23)c1	-13.2
O=C(CN1CCC(n2nnc3cc(F)ccc32)CC1)NCc1ccco1	-17.6
CCc1c(C)nc2ncnn2c1N1CCC(C(=O)NCc2ccc3c(c2)OCO3)CC1	9.9
Cn1c(=O)c2c(nc(CN3CCOCC3)n2CCCO)n(C)c1=O	-18.9
CCCCOC(=O)Nc1nc(C)c(C(=O)OCC)s1	-13.8
CC(/C(O)=C(\C#N)c1nc2ccccc2n1C)N1C(=O)c2ccccc2C1=O (stereo not given)	-41.2
Cc1ccc(C)n1CCN1CCN(C(=O)c2ccco2)CC1	-12.3
O=C1c2ccccc2C(=O)N1CCSc1nnc(-c2ccco2)n1Cc1ccccc1	-3.8
